# Compound activity (PubChem)
# H9c2 TAG inh: inhibitors of triacylglycerol accumulation, primary screen, cell-based, uHTS, fluorescence, H9c2; H9c2 cells, Nile Red lipid (TAG) fluorescence; cells loaded with 200 µM oleic acid; inhibition, % at 12.5 µM; actives 0.66% (n = 230,000);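 active means pattern-corrected inhibition of lipid staining of at least 50% with the nuclear-stain viability signal not falling by more than 50%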;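 further: 0% = DMSO wells and 100% = triacsin C control wells; some results filed as inactive read as strong as hits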
# H9c2 TAG inh DAPI viability: recorded beside H9c2 TAG inh, whose call it bears; DAPI nuclei signal change (viability), lower = more cytotoxic, %;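 whole-well DAPI fluorescence read on a plate reader as a viability signal; minus 50 percent equals half of cells still viable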
# * = called active by the depositor; i = inactive. The list is partial; count on the stated rates, not on these rows.
SMILES,H9c2 TAG inh,H9c2 TAG inh DAPI viability
O=C(Cc1ccc(-n2c(=O)[nH]c3ccccc3c2=O)cc1)N1CCN(c2cccc(Cl)c2)CC1,6,-14
CN1CCCC1(C)C(=O)Nc1ccc(-n2cccc2)cc1 (stereo not given),-1,4
O=C(Cc1cccc(NC(=O)C2CCCN(C(=O)C3CCCC3)C2)c1)Nc1ccc(C(=O)N2CCCCC2)cc1 (stereo not given),21,1
CCOC(=O)c1c(C)nc2sc3c(=O)n(-c4ccc(C(C)=O)cc4)cnc3c2c1-c1ccc(Cl)cc1,16,4
O=C1CN(S(=O)(=O)c2ccc(Br)cc2)c2ccccc2N1,-1,-13
Cc1cc(=O)oc2c3c4c(cc12)OCCN4CCC3,-2,20
O=C(O)C1C2C=CC(C2)C1C(=O)NCc1cccnc1 (stereo not given),7,-2
O=C(C=Cc1cccs1)c1ccc(Cl)s1,4,-6
COC(=O)c1nnn(-c2nonc2N)c1COc1ccc(C=O)cc1OC,10,-6
COCCc1ccc(OC2(C)CCN(Cc3cccc(OCOC)c3)C2)cc1 (stereo not given),-4,14
Cc1cccn2c(=O)c3cc(C(=O)N4COCC4(C)C)sc3nc12,0,17
CCCCn1c(SCC(=O)NCc2ccco2)nc2c1c(=O)n(C)c(=O)n2C,4,8
Cc1ccc(NC(=O)N2CCCC2C(=O)NCC2CCCO2)cc1 (stereo not given),5,7
CON(C)c1nc(OCC#N)nc(N(C)C)n1,-2,4
COc1ccc(C(CNC(=O)c2ccc(S(=O)(=O)N(C)C)cc2)N(C)C)cc1 (stereo not given),6,6
COc1ccc(OC)c(C(Nc2ccccc2)P(=O)(OC(C)C)OC(C)C)c1 (stereo not given),8,-5
CCOc1ccc(CCNC(=O)c2oc3c(c2C)-c2[nH]ncc2CC3)cc1OCC,24,-9
CCOC(=O)c1sc(-c2ccc(C(F)(F)F)cc2)nc1O,-1,-4
CCC1(CC)CNC(=O)NC1,0,3
CCOC(=O)C1=C(N2CCCCC2)c2cc3c(n2C1=O)CCCC3,8,-6
COc1cc(C(=O)NCc2nnc(SCC(=O)N3CCCCC3)o2)cc(OC)c1OC,3,-4
CCOc1ccc2[nH]c(=O)c(CN(Cc3ccc(C)cc3)C(=O)N3CCCC3)cc2c1,-10,-2
C=CCSc1nc(Oc2ccccc2)c2sccc2n1,-32,-9
COCCNC(=O)C1(C)CCCN(C(=O)c2ccc(OC)cc2OC)C1 (stereo not given),0,3

# Laid out differently: entries from further up.
Structure	H9c2 TAG inh	H9c2 TAG inh DAPI viability
COc1cc(C(=O)NCc2nnc(SCC(=O)N3CCCCC3)o2)cc(OC)c1OC	3	-4
CON(C)c1nc(OCC#N)nc(N(C)C)n1	-2	4
CCC1(CC)CNC(=O)NC1	0	3
Cc1ccc(NC(=O)N2CCCC2C(=O)NCC2CCCO2)cc1 (stereo not given)	5	7
CCOC(=O)c1sc(-c2ccc(C(F)(F)F)cc2)nc1O	-1	-4
COCCNC(=O)C1(C)CCCN(C(=O)c2ccc(OC)cc2OC)C1 (stereo not given)	0	3
COc1ccc(C(CNC(=O)c2ccc(S(=O)(=O)N(C)C)cc2)N(C)C)cc1 (stereo not given)	6	6

# Following part
SMILES,H9c2 TAG inh,H9c2 TAG inh DAPI viability
Cc1cccc(N(CC(=O)Nc2ccc(F)cc2)S(C)(=O)=O)c1,-1,-3
Cc1ccc(C(CC(=O)NCc2ccco2)c2ccc(OC(C)C)cc2)cc1 (stereo not given),24,7
O=C(N/C=N/OCc1ccc(Cl)cc1Cl)NOCc1ncc(C(F)(F)F)cc1Cl,-6,-4
CCOc1ccccc1NC(=O)CCc1nnc2ccc(N3CCC(C)CC3)nn12,-1,-3
O=C(NCc1ccc2c(c1)OCO2)C1CCCN(S(=O)(=O)c2cccc3cccnc23)C1 (stereo not given),5,-7
COc1ccc([N+](=O)[O-])cc1/C=N/NC(=O)/C(=C\c1cccs1)NC(=O)c1ccccc1,-12,6
Cc1cccc(N(C)S(=O)(=O)c2cc3c(cc2C)n(C)c(=O)c(=O)n3C)c1,19,-3
CC1CCCCC1NC(=O)COC(=O)c1ccc([N+](=O)[O-])o1 (stereo not given),10,11
CCN(CC)c1ccc(C2C(C(C)=O)C(=O)CC(C)(O)C2C(C)=O)cc1 (stereo not given),-5,-7
CC(=O)c1ccc(NC(=O)NNS(=O)(=O)c2ccc([N+](=O)[O-])cc2)cc1,-3,5
CCOc1ccc2nc(/N=C/c3nc(-c4ccccc4)oc3O)sc2c1,7,-1
N#CCC(=O)NNC(=S)Nc1ccccc1C(F)(F)F,-2,-2
CCOc1ccc(NS(=O)(=O)c2cc(NC(=O)CCC(=O)c3cccs3)ccc2Cl)cc1,2,1
Cc1ccc(OCC(=O)Nc2ccccc2C(=O)N2CCCCC2)cc1,-1,-3
CC(CNC(=O)CCCn1c(=O)c2cccn2c2cccnc21)c1ccccc1 (stereo not given),-1,-3
CSCCC(NC(=O)c1ccco1)C(=O)NCC(C)(C)N1CCOCC1 (stereo not given),-2,-6
O=C(CN1CCN(c2ccc(C(F)(F)F)cn2)CC1)NCc1ccc2c(c1)OCO2,4,-8
CC(C)c1ccc(NC(=O)C2CCN(S(=O)(=O)c3ccc4c(c3)C(C)(C)C(=O)N4C)CC2)cc1,1,-9
COc1ccc(S(=O)(=O)N2CCCCC2c2cc(C(=O)Nc3ccc4c(c3)OCO4)no2)cc1 (stereo not given),42,-33
CCCc1c(C(=O)N/N=C(\C)c2cc(C)sc2C)nnn1-c1nonc1N,-3,-2
CC(=O)N1CCC(N(C(=O)Nc2ccc(F)cc2)C2CCCC2)CC1,5,-1
O=C(Nc1nc(N2C(=O)c3ccccc3C2=O)n(-c2ccccc2)n1)c1ccc(F)cc1,-4,-4
COc1cc(NC(=O)c2ccc(CNc3c(N4CCCC4)c(=O)c3=O)cc2)cc(OC)c1OC,14,-6
CC(C)C[C@@]12C(=O)N(c3ccc(Br)cc3)C(=O)N1[C@H](c1ccc(Br)cc1)[C@@H]1C(=O)N(C(C)(C)C)C(=O)[C@@H]12,39,-8

# As entered above.
# O=C(Nc1nc(N2C(=O)c3ccccc3C2=O)n(-c2ccccc2)n1)c1ccc(F)cc1 @ H9c2 TAG inh = -4
# CC(=O)N1CCC(N(C(=O)Nc2ccc(F)cc2)C2CCCC2)CC1 @ H9c2 TAG inh DAPI viability = -1
# CC(C)C[C@@]12C(=O)N(c3ccc(Br)cc3)C(=O)N1[C@H](c1ccc(Br)cc1)[C@@H]1C(=O)N(C(C)(C)C)C(=O)[C@@H]12 @ H9c2 TAG inh DAPI viability = -8

# Additional records follow.
SMILES,H9c2 TAG inh,H9c2 TAG inh DAPI viability
O=C(N1CCCCC1)N1CCN(C(=O)N2CCCCC2)CC1,-2,4
COc1ccc(-c2cc(-c3nnc(COC(=O)c4ccncc4)o3)c3ccccc3n2)cc1OC,9,10
COc1ccc(C(CNC(=O)Cn2c(=O)oc3ccccc32)N(C)C)cc1 (stereo not given),0,2
Cc1noc(C)c1CSCC(=O)OCc1nnc(-c2ccc([N+](=O)[O-])cc2)o1,6,-3
CN(C)S(=O)(=O)N1CCC(Oc2ccc(C(=O)N3CCCCCC3)cc2)CC1,-11,2
CC(C)OP(=O)(Nc1cccc2ccccc12)OC(C)C,-19,10
COc1ccc(-c2nc(-c3cccs3)c(-c3cccs3)[nH]2)cc1O,6,-1
Cc1ccc2c(c1)N(CC(=O)OCC(=O)NCc1ccccc1)C(=O)CO2,-14,5
Cc1cc(NCc2ccc3c(c2)OCO3)n2nc(C)nc2n1,-1,-4
CCOC(=O)c1c(C)[nH]c(C)c1C(=O)COC(=O)CSc1ccc(C)cc1,-10,11
CC1CCN(CC(=O)Nc2cccc(C(=O)Nc3cccc(C(F)(F)F)c3)c2)CC1,2,12
Cc1ccccc1NC(=O)Nc1nc(CN(C)C)cs1,15,-2
COc1cc(/C=C/c2cc(C(=O)O)c3ccccc3n2)ccc1OC(F)F,9,1
COc1ccc(CCNC(=S)N2CCC(Cc3ccccc3)CC2)cc1OC,-3,3
COc1ccc(NC(=S)NCc2ccc(Cl)cc2)c(OC)c1,0,-4
CCS(=O)(=O)c1ccc2oc(SCC(=O)Nc3ccc(OC)cc3)nc2c1,-10,3
CCN(CC)S(=O)(=O)c1ccc(NC2c3ccccc3C(=O)N2Cc2ccco2)cc1 (stereo not given),-26,-3
COc1c(C(=O)Nc2nnc(C3CC3)s2)csc1Cl,21,-2
COc1ccc(C(=O)COC(=O)CCNS(=O)(=O)c2ccccc2)cc1Br,4,7
c1c2c(cc3sc(N4CCOCC4)nc13)OCO2,0,17
CN(C(=O)c1ccc(NC(=O)Cc2ccc(NC(=O)C3CCCN(C(=O)C4CCCC4)C3)cc2)cc1)C1CCCC1 (stereo not given),-4,19
CC(=O)OC1CCC2(C)C(=CCC3C4CC(=O)N(O)C(=O)C4(C)CCC32)C1 (stereo not given),5,-3
CC(=O)Nc1ccc(NC(=O)C(C)OC(=O)CCC2CCCCC2)cc1 (stereo not given),-1,8
O=C(c1cc(S(=O)(=O)N2CCOCC2)ccc1F)N(Cc1nnc(-c2ccccc2Cl)o1)C1CC1,-17,19
CCOc1cc(N2CCOCC2)c(OCC)cc1NC(=O)COC(=O)c1ccc(OC)c([N+](=O)[O-])c1,7,0
N#C/C(=C(/O)c1cccs1)c1nc2ccccc2[nH]1,3,17
COc1ccc(S(=O)(=O)N2CCN(CC(=O)Nc3cc(C(F)(F)F)ccc3Cl)CC2)cc1,15,-2
CN1CCN(C(=O)c2ccc3c(c2)N(Cc2ccc(F)cc2)C(=O)c2ccccc2S3=O)CC1 (stereo not given),0,5
CSc1nc(SC)c2c3c(oc2n1)COC(C)(C)C3,-6,-9
CCOc1cc(N2CCOCC2)c(OCC)cc1NC(C)C(=O)N1CCN(CC)CC1 (stereo not given),8,0
O=C1OCCN1c1ccccc1,-1,-13
O=C(O)C1CC=CCC1C(=O)Nc1ccc(F)c(F)c1 (stereo not given),-9,1
COc1ccc(NC(=O)Nc2sc(=S)n(C)c2C)cc1,-20,15
COc1ccc(NS(=O)(=O)c2ccc3oc(=S)[nH]c3c2)cc1,-10,11
Cc1cc(C(F)(F)F)nc(SCc2ccc(C(=O)O)o2)n1,-15,11
C=CCC(=O)N1CCC(n2nccc2NC(=O)c2ccc3c(c2)OCO3)CC1,-23,8
CCCNC(=O)C12CCC(C)(c3nc4cc(C)c(C)cc4nc31)C2(C)C (stereo not given),1,-6
O=C(c1ccccc1)N1CCCCC(Cl)C1=O (stereo not given),-6,-5
CCCn1nnc(NC(=O)/C=C/c2ccc(C(C)C)cc2)n1,12,-5
COC(=O)c1c(C)oc(C)c1S(=O)(=O)NC(C)(C)C,-3,-1
CN(Cc1ccccc1Cl)C(=O)c1cnccc1C(F)(F)F,-6,5
CCO[C@@H]1OC(C(=O)N2CCN(Cc3ccc4c(c3)OCO4)CC2)=C[C@H](c2coc3ccccc3c2=O)[C@H]1CCCO,18,-1
CCCCOc1ccc(C(=O)NCC(=O)N2CCN(Cc3ccc4c(c3)OCO4)CC2)cc1,-3,0
CC(NC(=O)COC(=O)c1ccc([N+](=O)[O-])o1)c1ccccc1 (stereo not given),-10,2
COc1ccc(C)cc1S(=O)(=O)Nc1ccc(F)cc1,-18,8
O=C(NC1CCN(Cc2ccccc2)C1)c1cc(COc2ccc(F)cc2F)on1 (stereo not given),-1,10
COc1ccc(NS(=O)(=O)c2cccc(C(=O)NC3CCN(Cc4ccccc4)CC3)c2)cc1,8,4
CCC(=O)Nc1ccc(NC(=O)c2cc3ccccc3o2)c(OC)c1,0,-4
COC(=O)CSc1nc(NCc2ccccc2)nc(N(C)C)n1,-21,2
COC(=O)/C=C/c1ccc2c(c1)S(=O)(=O)N(Cc1ccc(OC)cc1)[C@H]2CC(=O)OC,-6,4
CN(C)c1c([N+](=O)[O-])cc(N2C(=O)C=CC2=O)cc1[N+](=O)[O-],12,-2
O=C(Nc1cc(Sc2nc3ccccc3s2)cc([N+](=O)[O-])c1)c1ccccc1F,-1,-15
CC(C)C[C@@H](CO)N(Cc1ccccc1)S(=O)(=O)N(Cc1ccccc1)[C@H](CO)CC(C)C,-9,11
O=C(COc1ccc(/C=N/NC(=O)C(=O)N2CCCCC2)cc1)Nc1ccccc1Cl,-489,i
COc1ccc(/C(N)=N/OC(=O)C2CCCCC2)cc1OC,8,-3
CC(C)(CNC(=O)CCNC(=O)c1ccc(Br)cc1)N1CCOCC1,-9,-6
CC1CC(=O)Nc2ccccc2N1C(=O)CN1CCN(c2ccccc2)CC1 (stereo not given),-17,6
CCn1nnnc1SCC(=O)c1ccc2c(c1)OCCO2,0,-6
CC[C@@]1(C(=O)OC)N[C@H](CN(C)C(=O)Nc2ccc(C(F)(F)F)cc2)[C@@H]2C(=O)N(C)C(=O)[C@@H]21,10,-11
COc1cc(C(=O)COC(=O)c2cnc(C)cn2)ccc1OC(F)F,2,5

# Some of these compounds in order of count of non-hydrogen atoms, largest number first:
SMILES,H9c2 TAG inh,H9c2 TAG inh DAPI viability
CC[C@@]1(C(=O)OC)N[C@H](CN(C)C(=O)Nc2ccc(C(F)(F)F)cc2)[C@@H]2C(=O)N(C)C(=O)[C@@H]21,10,-11
COC(=O)CSc1nc(NCc2ccccc2)nc(N(C)C)n1,-21,2
CCn1nnnc1SCC(=O)c1ccc2c(c1)OCCO2,0,-6

# (continued)
SMILES,H9c2 TAG inh,H9c2 TAG inh DAPI viability
Fc1ccc(C(c2nnnn2Cc2cccs2)N2CCN(C3CCCCC3)CC2)cc1 (stereo not given),-18,19
Cc1ccc(-c2nn(-c3ccccc3)cc2C=O)o1,8,-7
O=C(C1CCN(S(=O)(=O)c2ccccc2)CC1)N1CCN(Cc2ccccc2)CC1,1,-3
NC1(C#Cc2ccc3oc(=O)c(-n4cc(C5(O)CCCCC5)nn4)cc3c2)CCCCC1,6,3
CC(C)C(=O)Nc1ccc(S(=O)(=O)Nc2ccccn2)cc1,-4,-5
CC(C)Cn1c(N)c(C(=O)COC(=O)c2ccc(O)cc2O)c(=O)n(C)c1=O,0,0
CCOc1ccccc1NC(=O)CN(C)S(=O)(=O)c1cccc2nsnc12,1,-7
CCCCCCCCOC(=O)CCn1[nH]c(=O)c2ccccc2c1=O,-5,-5
CSc1ccccc1NC(=O)COC(=O)c1ccccc1O,3,8
